ATXN viability – viability counter-screen for ATXN expression inhibitors; AID 651635; 0.49% of 400,000 active; Potency, µM (doses to about 56.7 µM), usual class: cytotoxic; S2 cells (HEK-293 line with an ATXN2-luciferase reporter) viability, CellTiter-Fluor protease fluorescence, 24 h; note: potency is the fitted concentration of half-maximal effect; nearly all actives have a fitted effect of over 40% in size
Nrf2 ARE act – activates Nrf2 signaling | AREc32 ARE-luciferase reporter (MCF7-derived line), luminescence, 24 h | Potency, µM (series often up to 46.1 µM), for inactives: at the top dose activation, actives largely listed as activators | 0.31% of 410,000 active | AID 624171; note: potency is the fitted concentration of half-maximal effect; % of control where 0% means no effect; nearly all actives have a fitted effect of over 65% in size
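Quantitative high-throughput format: AREc32 reporter cells, 1000 per well, received compound by pin transfer and were incubated 24 hr at 37 deg C, 5% CO2, before Steady-Glo luminescence detection.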
MCF10A rereplic – inducers of DNA re-replication in MCF 10A breast cells; 2.9% of 350,000 active; AID 624296; MCF 10A DNA re-replication, Hoechst nuclear intensity, 48 h; Potency, µM (top dose mostly 46.1 µM), without a hit: at the top dose activity, positive = re-replication, actives largely listed as activators; note: potency is the fitted concentration of half-maximal effect; % of control where 0% means no effect; nearly all actives have a fitted effect of over 50% in size
TGFb inhibitor – TGF-b pathway inhibition; HepG2 CAGA-GFP TGF-b/SMAD3 reporter, GFP fluorescence, 18 h; TGF-beta stimulated, 500 pg/mL final; Potency, µM (titrated, usually from 46.1 µM), inactives show at the top dose activity, negative = inhibition, most hits filed as inhibitors; 1.2% of 410,000 active; AID 588855; note: potency is the fitted concentration of half-maximal effect; % is set by controls: 0 for no effect and ±100 for the full control effect; nearly all actives have a fitted effect of over 65% in size
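TGF-beta reporter screen: HEPG2 CAGA-GFP, 1% FBS, 500 pg/mL TGF-beta final, 18 h; per-cell GFP summed per well; curves fitted and categorized by class.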
IL-1B inflam inh – inhibitors of inflammasome signaling (IL-1 beta secretion) | activity change, % at 57.5 µM | AID 743279 | THP-1 LPS/ATP IL-1B secretion, AlphaLISA, 16 h; hits give low values | 4.7% of 360,000 active; in the data active = activity change below about -50%; inconclusive = mostly about -30% to -49%; note: % is set by controls: 0 for no effect and ±100 for the full control effect
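Secreted IL-1B measured by AlphaLISA bead assay after 16 h compound exposure of THP-1 cells; compounds (final up to 57.5 uM) added 1 h before LPS (250 ng/mL) and ATP (1.25 mM) stimulation; lower signal means less secretion.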
Nrf2 block – Nrf2 pathway inhibition. A549 ARE-Fluc reporter, luciferase luminescence, 18-24 h. Potency, µM (highest dose often 46 µM), inactives show at the top dose activity change, negative = inhibition, hits mostly inhibitors. 2.1% of 360,000 active. AID 504444; note: potency is the fitted concentration of half-maximal effect; % is set by controls: 0 for no effect and ±100 for the full control effect; nearly all actives have a fitted effect of over 60% in size
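Nrf2 function is reported as luminescence of an ARE-controlled luciferase in A549 cells. Compounds were tested at several concentrations, and a CellTiter-Fluor read on the same wells flagged cytotoxicity.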
A549 viability – kills or reduces viability of A549 cells in Nrf2 counter-screen | 0.16% of 390,000 active | Potency, µM (highest dose often 46 µM), for inactives: at the highest dose activity change, negative = cytotoxicity, actives largely listed as inhibitors | A549 ARE-Fluc cells, CellTiter-Fluor viability, 18-24 h; note: potency is the fitted concentration of half-maximal effect; % is set by controls: 0 for no effect and ±100 for the full control effect
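Cytotoxicity counterscreen: CellTiter-Fluor fluorescence was measured in A549 ARE_Fluc cells after 18-24 h of compound exposure in a concentration series. The subsequent BugLite luminescent read reports ARE-luciferase activity.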
ATXN2 expr inh – ATXN2 expression inhibition. 0.72% of 360,000 active. Potency, µM (series often up to 57 µM), inactives show at the top dose activity change, negative = inhibition, hits mostly inhibitors. HEK-293 ATXN2-luciferase reporter, luminescence, 24 h; note: potency is the fitted concentration of half-maximal effect; % is set by controls: 0 for no effect and ±100 for the full control effect; nearly all actives have a fitted effect of over 55% in size
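ATXN2-luciferase reporter cells (luciferase flanked by upstream and downstream ATXN2 gene portions) were treated 24 h at 37 °C with compounds at up to 57 uM. SteadyGlo luminescence gave expression; GF-AFC fluorescence gave viability.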
HepG2 viability – counter-screen for TGF-b inhibitors: cytotoxicity in HepG2 cells; HepG2 CAGA-GFP viability, ATP luminescence, 18 h; Potency, µM (top dose mostly 46.1 µM), inactives show at the highest dose activity change, negative = cytotoxicity, usual class: cytotoxic; 0.76% of 410,000 active; note: potency is the fitted concentration of half-maximal effect; some results filed as inactive show a strong effect at the top dose
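CellTiter-Glo luminescence gave cytotoxicity after 18 hours at 37 degrees C. The cells were HepG2 CAGA-GFP in 1% FBS DMEM, stimulated with 500 pg/mL TGF-beta after compound addition. %Activity was normalised to no-cell wells (complete cell-killing) and DMSO (no toxicity), and curves were fitted and classified.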
* marks the source's active call; other numbers are inactive results; i = inactive; ? = inconclusive; · = no result given; & = joins results of further samples; [ ] = dose if it differs, or a comment. Unless noted, calls come from the whole dose curve; as a rule, active = well fitted curve in the direction sought with a large enough effect; inconclusive = small, poorly fitted or top-dose-only effect, or another doubt; inactive = no such curve, though single readings can be large; an effect the other way counts as inactive or inconclusive.

SMILES,ATXN viability,Nrf2 ARE act,MCF10A rereplic,TGFb inhibitor,IL-1B inflam inh,Nrf2 block,A549 viability,ATXN2 expr inh,HepG2 viability
Cc1nc2c(OCc3ccc(Cl)cc3Cl)cccn2c1N(C)Cc1cccs1,·,0.3%,·,?,?,·,·,8.9µM*,11µM*
C=CCNCCCCOc1ccc(OCc2ccccc2)cc1,i,0.1%,?,-7%,-51*,?,13%,·,-26%
CCc1cccc(C)c1NC(=O)CSc1nc2ccccc2nc1N1CCOCC1,?,-0.1%,·,6%,·,-18%,-11%,-22%,-3%
Cc1ccccc1Cn1nc(C)c(NC(=O)c2cc(-c3cccs3)on2)c1C,i,2.8%,21%,-2%,-6,-13%,-11%,-8%,-18%
CCOC(=O)/C(C#N)=N/Nc1c(C)n(C)n(-c2ccccc2)c1=O,i,0.5%,15%,0%,0,?,-29%,9%,-3%
COc1cccc2sc(N3CCN(C(=O)c4ccco4)CC3)nc12,i,-0.1%,5%,-8%,-8,22%,13%,6%,-8%
COCCCNC(=O)C(=O)NCC(c1ccco1)N1CCN(c2ccc(OC)cc2)CC1 (stereo unspecified),i,-0.6%,0%,1%,42,25%,1%,-6%,3%
Cn1nc(C(F)(F)F)c2cc(C(=O)Nc3ccc(C(F)(F)F)cc3)sc21,?,0.4%,?,-7%,?,23µM*,?,?,-6%
CCCC(CCC)C(=O)Nc1nnc2n1CCS2,i,0.0%,·,4%,·,·,1%,-3%,-16%
CCOC(=O)c1cc(C#N)c(N2CCN(C(=O)c3ccccc3)CC2)nc1C(F)(F)F,i,1.8%,-7%,-12%,4,-21%,5%,-32%,-176%
COc1ccc(-c2c(C)oc3c(CN4CCCCC4C)c(O)ccc3c2=O)cc1 (stereo unspecified),i,0.2%,2%,-25%,6,8%,0%,-18%,18%
COc1ccccc1N1CCN(C(=O)c2cc(-c3ccccc3)on2)CC1,i,3.6%,?,1%,41,0%,2%,-1%,-8%
O=C(c1ccc(COc2ccc(Cl)cc2)o1)N1N=C(C(F)F)CC1(O)C(F)F (stereo unspecified),i,0.1%,?,22µM*,-74*,?,2%,-13%,-85%
CCOc1ccc(C2C(C(=O)Nc3ccccc3)=C(C)N=c3s/c(=C/c4cccc(OCC(=O)O)c4)c(=O)n32)cc1 (stereo unspecified),·,2.3%,?,-19%,-11,22%,-15%,-1%[11.3 µM],-18%
Nc1cc(N)nc(SCc2cccnc2)n1,i,-0.7%,5%,-2%,11,10%,9%,18%,2%
CNC(=S)N/N=C/c1cc(C)ccc1C,?,5.5%,10%,-17%,-12,1%,4%,·,-9%
CCNc1nc(NCC)nc(SCCOC(=O)c2ccccc2)n1,i,0.3%,-1%,15%,-3,7%,-2%,4%,-30%
CCc1ccc(Nc2nnc(-n3nc(C)cc3C)c3ccccc23)cc1,i,5.7%,·,-31%,·,9%,0%,12%,-12%
CC(C)(C)C(=O)N1CCC2CC1c1cc(-c3ccc4c(c3)OCO4)ccc12 (stereo unspecified),i,0.6%,·,?,-28,·,·,-24%,-25%
O=C(Nc1cccnc1N1CCOCC1)c1cccs1,?,0.3%,-3%,-3%,-13,-10%,-7%,-4%,-4%
CC(=O)c1ccc(NCC2COc3ccccc3O2)c([N+](=O)[O-])c1 (stereo unspecified),i,24%,0%,17%,24,?,?,84%[activator][11.3 µM],-38%
CCOC(=O)C1(CC2CC2)CCN(Cc2cnc(N(C)C)s2)CC1,i,-0.4%,-2%,?,52,5%,10%,·,-18%
COc1cccc(OC)c1C(=O)NC(=S)N1CCN(c2ccc(C(F)(F)F)cc2[N+](=O)[O-])CC1,?,-0.7%,?,-15%,-15,?,-22%,-35%,-2%
CC(=O)c1cccc(NC(=O)Cn2ccn3nc(-c4ccccc4)cc3c2=O)c1,i,-1.1%,·,-2%,·,·,-5%,6%,-3%
Cc1cccc(-n2c(CNC(=O)Cc3ccccc3)n[nH]c2=S)c1,i,0.0%,1%,-3%,4,-7%,1%,-11%,-4%
CCOc1ccc(-c2[nH]ncc2Oc2ccccc2OCC)c(O)c1,?,3.8%,-4%,?,-15,-8%,-6%,?,-78%
Cc1ccc2c(C)c(C(=O)NCc3ccc(S(N)(=O)=O)cc3)oc2c1,i,0.0%,14%,8%,32,-1%,-3%,-23%,-1%
Cc1cc(C)nc(N2CCCC(C(=O)NCCc3ccc(F)cc3)C2)n1 (stereo unspecified),i,0.2%,3%,13%,-7,3%,-12%,-9%,-7%
CCOC(=O)C(C)Sc1nnc(Cc2cc(=O)[nH]c(=O)[nH]2)n1-c1cccc(OC)c1 (stereo unspecified),i,0.4%,-6%,-9%,-8,0%,11%,-8%,2%
NC(=O)CSc1nnc(-c2cc3ccccc3o2)n1Cc1ccccc1,i,-0.6%,0%,?,-1,·,-9%,-9%,3%
CCC(C)NC(=O)Cn1c(=O)c2cccn2c2ccc(F)cc21 (stereo unspecified),·,0.3%,·,3%,·,7%,-1%,·,6%
C#CCOCCOCCOCCNc1nc(N2CCN(C(=O)[C@H](CCCCN)n3cc(CCCC)nn3)CC2)nc(N2CCN(C(=O)[C@H](CCCCN)n3cc(CCCC)nn3)CC2)n1,i,-0.3%,-2%,12%,0,11%,1%,4%,8%
CN(Cc1ccc(F)cc1)S(=O)(=O)c1nnc(NC(=O)c2ccccc2Br)s1,i,0.2%&-1.1%,2%,?,-16,?,2%&1%,4%,-49%&-46%
CNc1ccc(C(O)(C(F)(F)F)C(F)(F)F)cc1C(O)(C(F)(F)F)C(F)(F)F,i,-0.5%,13%,3%,16,?,-23%,5%,-35%
Cc1ccc(-c2nc3c(c(SCC(=O)N4CCCCC4)n2)Cc2cc(C)ccc2O3)cc1,i,0.9%,·,15%,·,-9%,2%,5%,-18%
O=C(O)CN1C(=O)C(=O)N(Cc2ccccc2F)C1=O,i,-0.1%,2%,0%,2,-4%,-9%,·,1%
O=C(NCCNC(=O)c1ccccc1Cl)c1ccco1,i,-0.3%,3%,4%,11,0%,-6%,4%,0%
COc1ccc(NC(=O)CCNC(=O)Cn2cnc3ccccc3c2=O)c(OC)c1,i,-0.8%,-7%,-32%,15,5%,8%,2%,-1%
Oc1ccc(C(=S)N2CCCCC2)cc1,i,-1.1%,-5%,3%,1,7%,4%,-1%,12%
C/C=C(/C)C(=O)O[C@H]1CC(C)=CC(=O)[C@@]2(C)CC[C@@](O)(C(C)C)[C@H]12,·,·,·,0%,·,-1%,-1%,·,-13%

2 entries picked at random from the list so far, as already listed:
SMILES,ATXN viability,Nrf2 ARE act,MCF10A rereplic,TGFb inhibitor,IL-1B inflam inh,Nrf2 block,A549 viability,ATXN2 expr inh,HepG2 viability
CCOc1ccc(-c2[nH]ncc2Oc2ccccc2OCC)c(O)c1,?,3.8%,-4%,?,-15,-8%,-6%,?,-78%
Oc1ccc(C(=S)N2CCCCC2)cc1,i,-1.1%,-5%,3%,1,7%,4%,-1%,12%

(continued)
SMILES,ATXN viability,Nrf2 ARE act,MCF10A rereplic,TGFb inhibitor,IL-1B inflam inh,Nrf2 block,A549 viability,ATXN2 expr inh,HepG2 viability
Cc1cccc(NCC(=O)N/N=C\c2cccn2C)c1,i,3.6%,1%,8%,-26,4%,4%,11%,-9%
Cn1ncc2c(=O)n(CC(=O)NC34CC5CC(CC(C5)C3)C4)cnc21,i,0.0%,7%,?,22,29%,1%,29%,2%
Cc1ccc(OCc2nnc(NC(=O)c3ccco3)s2)c(C)c1,i,9.7%,28%,-1%,19,6%,11%,-6%,1%
O=C1CC[C@@H](O)CCN1CC[C@H](Sc1ccccc1)c1ccccc1,i,0.2%,1%,1%&2%,5,0%,-4%,-5%,-10%&2%
CCOc1ccccc1Nc1nnc(SCC(=O)Nc2cc(C)on2)s1,i,0.0%,?,-15%,27,·,13%,-10%,-7%
CCOc1ccc(S(=O)(=O)NCCCN2CCOCC2)c2ccccc12,i,0.2%,9%,-9%,-3,-7%,-2%,5%,-4%
CC(=O)c1cnc2nc(C)nn2c1C,i,-0.8%,-2%,1%,23,1%,-1%,-3%,2%
CN(C)CCNC(=O)Cc1ccc([N+](=O)[O-])cc1,i,-0.3%,12%,9%,10,-10%,4%,-2%,-2%
CCc1ccccc1Nc1nn2c(=O)c3ccc(C(=O)NCc4ccccn4)cc3nc2s1,i,-0.6%,?,-12%,-14,6%,1%,-24%,-12%
O=C(O)Cc1sc(N/N=C\c2ccncc2)nc1-c1ccccc1,i,6.9%,?,29%,?,0%,-9%,1%,-11%
NCCCC[C@H]1CNC(=S)N1CCc1cc(C(F)(F)F)cc(C(F)(F)F)c1,i,-2.7%,-6%,-5%,-51*,2%,3%,-13%,-54%
COc1cc(C(=O)Nc2cc(C(F)(F)F)ccc2Cl)cc(OC)c1OC,i,-0.7%,4%,6%,7,-26%,-9%,-27%,1%
CC(=O)c1c(C)[nH]c(C(=O)Nc2nc(C)cs2)c1C,i,-2.4%,10%,-10%,-27,?,3%,?,3%
CC(=O)Nc1ccc(S(=O)(=O)N(C)S(=O)(=O)c2ccc(F)cc2)cc1,i,-0.5%,13%,?,20,-17%,1%,4%,5%
N/C(=N\OC(=O)c1ccncc1)c1cccc([N+](=O)[O-])c1,i,15%,1%,5%,-6,?,0%,50%[activator],-5%

High-throughput results as filed in PubChem BioAssay.
